# IDH1 R132H inh: qHTS for Inhibitors of mutant isocitrate dehydrogenase 1 (IDH1): qHTS | Isocitrate dehydrogenase [NADP] cytoplasmic (Homo sapiens), O75874 | hit rate 0.093% among 390,000 | Potency, µM (series often up to 76.6 µM), inactives show at the highest dose activity change, negative = inhibition, usual class: inhibitors | IDH1-R132H enzyme, NADPH consumption, diaphorase/resazurin fluorescence; further: potency means the concentration at half of the fitted maximal effect; on the % scale 0 is the no-effect control and ±100 the full control effect; nearly all actives have a fitted effect of over 65% in size
#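 IDH1-R132H (0.5 ug/mL dispensed) in pH 7.5 Tris buffer was preincubated 30 min with compound, then given a substrate mix of 0.016 mM NADPH and 2 mM alpha-KG for 80 min at room temperature; remaining NADPH was read by diaphorase/resazurin fluorescence.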
# Vif-A3F inh: qHTS for Inhibitors of Vif-A3F Interactions: qHTS; HeLa A3F-eYFP + Vif (tagged APOBEC3F with the HIV-1 protein that degrades it), YFP fluorescence increase; Potency, µM (titrated, usually from 46.1 µM), for inactives: top-dose activity, negative = active; hit rate 0.2% among 390,000; AID 602313, 2012; further: potency means the concentration at half of the fitted maximal effect; % of control where 0% means no effect; nearly all actives have a fitted effect of over 65% in size
#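 HeLa cells stably expressing Vif plus C-terminally eYFP-tagged A3F were seeded, incubated overnight at 37 deg C, dosed with compound, incubated overnight again at 37 deg C. Yellow fluorescence (Ex 488/Em 500-530) reported blocked Vif-mediated A3F-eYFP degradation.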
# GRP78 ERSR act: qHTS for Inducers of the Endoplasmic Reticulum Stress Response (ERSR) in Human Glioma: qHTS | U87-MG GRP78 promoter luciferase reporter, 16 h | Potency, µM, inactives show top-dose activation, actives largely listed as activators | hit rate 0.02% among 420,000 | AID 602332, 2012; further: potency means the concentration at half of the fitted maximal effect; series mostly up to about 76 µM; % of control where 0% means no effect; nearly all actives have a fitted effect of over 35% in size
#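 ERSR induction read as luciferase luminescence (Bright-Glo, 10 min at room temperature) in stably transfected human U87-MG glioma cells exposed to compounds for 16 h, using GRP78 as sensor.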
# USP1-UAF1 inh: Inhibitors of USP1/UAF1: Primary Screen | Ubiquitin carboxyl-terminal hydrolase 1 (Homo sapiens), O94782 | recombinant USP1/UAF1, Ub-Rhodamine cleavage fluorescence | Potency, µM (highest dose often 57.1 µM), for the others: at the highest dose activity change, negative = inhibition, actives largely listed as inhibitors | hit rate 0.23% among 390,000; further: potency means the concentration at half of the fitted maximal effect; on the % scale 0 is the no-effect control and ±100 the full control effect; nearly all actives have a fitted effect of over 60% in size; inactives centre near -12
# Target sequence (O94782 whole entry, looked up): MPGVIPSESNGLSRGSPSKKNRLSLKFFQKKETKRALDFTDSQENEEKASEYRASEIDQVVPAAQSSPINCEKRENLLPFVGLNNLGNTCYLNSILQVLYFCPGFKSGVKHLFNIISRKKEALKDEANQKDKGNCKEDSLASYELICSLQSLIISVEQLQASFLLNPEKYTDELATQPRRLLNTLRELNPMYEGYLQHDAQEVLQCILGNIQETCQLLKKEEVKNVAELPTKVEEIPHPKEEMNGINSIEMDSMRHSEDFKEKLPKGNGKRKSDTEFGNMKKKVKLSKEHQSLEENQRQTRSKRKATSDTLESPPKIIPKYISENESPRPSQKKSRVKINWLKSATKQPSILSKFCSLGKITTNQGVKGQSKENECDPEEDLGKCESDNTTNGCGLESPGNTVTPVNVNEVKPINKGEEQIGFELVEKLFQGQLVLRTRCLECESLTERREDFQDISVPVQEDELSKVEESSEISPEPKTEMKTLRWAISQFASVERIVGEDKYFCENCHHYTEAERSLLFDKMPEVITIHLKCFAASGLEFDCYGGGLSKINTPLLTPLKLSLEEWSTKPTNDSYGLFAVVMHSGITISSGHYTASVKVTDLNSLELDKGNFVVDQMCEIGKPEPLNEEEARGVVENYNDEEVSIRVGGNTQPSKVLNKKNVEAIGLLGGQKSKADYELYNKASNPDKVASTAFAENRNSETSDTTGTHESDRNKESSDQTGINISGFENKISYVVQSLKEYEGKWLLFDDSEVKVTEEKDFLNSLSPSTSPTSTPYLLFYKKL
#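 USP1/UAF1 complex (1 nM) preincubated 15 min at room temperature with compound, then Ub-Rho substrate (150 nM final) added. Kinetic fluorescence at 480/540 nm over 6 reads at 60 s intervals; 50 mM HEPES pH 7.8, 0.5 mM EDTA, 0.1 mg/ml BSA, 1 mM TCEP, 0.01% Tween-20.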
# TrxR1 substrate: qHTS Assay for Substrates of Mammalian Selenoprotein Thioredoxin Reductase 1 (TrxR1): qHTS; Thioredoxin reductase 1, cytoplasmic (Rattus norvegicus), O89049; purified TrxR1 substrate turnover, NADPH consumption readout; Potency, µM (titrated, usually from 114 µM), for the others: top-dose activity change, negative = substrate turnover; hit rate 0.01% among 390,000; further: potency means the concentration at half of the fitted maximal effect; on the % scale 0 is the no-effect control and ±100 the full control effect; nearly all actives have a fitted effect of over 50% in size
#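 Rat TrxR1, dispensed at 90 nM, was prereduced with 400 uM NADPH (final) for 5 min at ~22 deg C, then incubated with compound 15 min before 400 uM selenite. A first-read NADPH fluorescence drop versus no-compound background flagged substrates.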
# Vif-APOBEC3G blk: qHTS for Inhibitors of Vif-A3G Interactions: qHTS. Potency, µM (doses to about 46.1 µM), inactives show at the top dose activity, negative = active, usual class: inhibitors. DNA dC->dU-editing enzyme APOBEC-3G (Homo sapiens), Q9HC16. hit rate 0.076% among 410,000. HeLa A3G-eYFP + Vif (tagged APOBEC3G with the HIV-1 protein that degrades it), YFP fluorescence, overnight;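 further: potency means the concentration at half of the fitted maximal effect; on the % scale 0 is the no-effect control and ±100 the full control effect; nearly all actives have a fitted effect of over 60% in size; hits raise eYFP signal because A3G escapes Vif-driven loss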
#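 Read-out is eYFP fluorescence (Ex 488/Em 500-530) from Vif-expressing HeLa A3G-eYFP cells; more signal means A3G escaped Vif-mediated degradation. Cells plated overnight, compound pinned in, incubated overnight at 37 deg C.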
# PI4K2A block: qHTS for small molecular inhibitors of PI4K2A; activity change, negative = inhibition, % at 76.9 µM; hit rate 0.13% among 420,000; AID 1346378, 2018; purified PI4K2A, ADP-Glo luminescence, 1 h; active compounds read low; Phosphatidylinositol 4-kinase type 2-alpha (Homo sapiens), Q9BTU6; in the data active means activity change below about -50%; inconclusive means mostly about -30% to -49%;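 further: -100% = wells without enzyme as full effect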
#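 PI4K2A activity was measured by ADP-Glo luminescence: enzyme (4 ug/mL stock) and phosphatidylinositol (1.2 mM stock) in Tris pH 7.5/MgCl2/EGTA/Triton X-100 buffer were reacted with ATP (300 microM stock) for one hour at ambient temperature.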
# LDHA block: qHTS assay for inhibitors of human lactate dehydrogenase; purified LDHA, NADH/diaphorase-resazurin fluorescence; active compounds read low; activity change, % (values are at about 110 or 230 µM); hit rate 0.15% among 480,000; in the data active means activity change below about -30%; inconclusive means mostly about -25% to -30%;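 further: plate controls were DMSO wells for no effect and wells without enzyme for full effect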
#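 Enzyme activity of human lactate dehydrogenase 5 (2 nM; 0.06 mM NADH, 0.2 mM pyruvate, 5 min, RT) is measured via a resazurin/diaphorase fluorescence readout of residual NADH.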
# RXFP1 agonist: qHTS Assay for Agonists of the Relaxin Receptor RXFP1; HEK293T-RXFP1 cAMP TR-FRET, 30 min; response scale: percent of porcine relaxin response, buffer zero; Potency, µM (titrated, usually from 57.5 µM), inactives show top-dose activation, usual class: activators; hit rate 0.3% among 370,000; further: potency means the concentration at half of the fitted maximal effect; on the % scale 0 is the no-effect control and ±100 the full control effect; nearly all actives have a fitted effect of over 60% in size; many of its hits are not listed in these tables
#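 HEK293 cells stably expressing RXFP1, treated 30 min at 37C with compounds plus PDE4 inhibitor Ro 20174; cAMP measured by HTRF TR-FRET. Normalized to buffer and 29 nM porcine relaxin; EC50 by Hill fit.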
# The depositor's hits bear a star; ? = inconclusive; . = not tested or not shown; & = joins results of further samples; [ ] = dose if it differs, or a comment. Unless noted, the call rests on the fitted dose curve; in most records, active means well fitted curve in the direction sought with a large enough effect; inconclusive means small, poorly fitted or top-dose-only effect, or another doubt; inactive means no such curve, though single readings can be large; an effect the other way counts as inactive or inconclusive.
SMILES,IDH1 R132H inh,Vif-A3F inh,GRP78 ERSR act,USP1-UAF1 inh,TrxR1 substrate,Vif-APOBEC3G blk,PI4K2A block,LDHA block,RXFP1 agonist
COc1ccc(C2(O)CCN(C(=O)Cc3cccnc3)CC2)cc1,19%,.,-5%,-6%,8%,-3%,-3,-7,-0.8%
O=C(c1ccc(COc2ccccc2Br)cc1)N1CCCCC1,1%,1%,-2%,-5%,2%[57.1 µM],-13%,-2,3,0.1%
CC(=O)Nc1ccc(C(=O)NCC(=O)OCc2ccccc2F)cc1,3%,4%,-6%,-8%,7%,2%,9,-5,-1.9%
CC(=O)Nc1ccc(S(=O)(=O)N2CCN(c3cc4c(cc3[N+](=O)[O-])n(C)c(=O)n4C)CC2)cc1,-5%,-2%,-3%,-13%,-1%,-7%,7,-3,0.3%
Cc1ccc(S(=O)(=O)NNc2c3ccccc3nc3ccc(Cl)cc23)cc1,11%,-15%,-1%,-12%,.,0%,4,-1,.
O=C(CCc1nnc2ccc(N3CCCC3)nn12)Nc1ccc(F)c(F)c1,-9%,1%,-1%,-17%,5%,4%,7,-2,8.9%
COc1cc(OC)c(S(=O)(=O)NCc2ccco2)cc1S(=O)(=O)NCc1ccco1,0%,-1%,-2%,2%,-5%,0%,4,-5,4.3%
c1csc(CNCCN2CCOCC2)c1,-1%,-12%,-2%,4%,-10%,-2%,1,5,0.6%
CC(C)c1ccc(-c2noc(C3CCCN(C(=O)c4ccc(F)cc4F)C3)n2)cc1 (stereo not drawn),6%,-5%,3%,-17%,-2%,1%,3,-5,1.7%
O=S(=O)(NCC(c1ccco1)N1CCN(c2ccc(F)cc2)CC1)c1ccccc1 (stereo not drawn),-5%,-9%,0%,-3%,-5%[57.1 µM],5%,4,0,1.3%
O=C(Nc1nccs1)C(c1ccccc1)N1CCCCC1 (stereo not drawn),1%,4%,-2%,2%,-10%,1%,0,-4,-0.4%
N#Cc1nc(-c2ccccc2F)oc1NC1CCCCC1,14%,0%,0%,-7%,68%[activator][57.1 µM],-1%,0,-4&12,4.5%
CCC(Sc1nnc(C)n2c1cc1occc12)C(=O)Nc1ccccc1F (stereo not drawn),-7%,1%,-6%,-4%,-10%,-2%,2,-2,7.1%
COc1ccccc1OCc1nc(C#N)c(N2CCCC2)o1,1%,3%,6%,-11%,-6%[57.1 µM],-3%,3,-15,-1.3%
COc1ccc(OC)c(CCNC(=O)c2cnn(-c3ccc(C)cc3C)c2C2CCN(C(=O)OC(C)(C)C)CC2)c1,5%,2%,-1%,-32%,-5%,0%,-1,5,2.5%
O=C(Nc1nncs1)C1c2ccccc2Oc2ccccc21,0%,-5%,-4%,-15%,8%,0%,1,-10,1.8%
c1ccc2c(c1)ncn2CCCOc1ccc2c(c1)CCC2,2%,2%,8%,-16%,-2%[57.1 µM],3%,5,-5,1.2%
CCOC(=O)c1ccc(NC(=O)c2ccccc2N(C)S(=O)(=O)c2ccccc2)cc1,1%,0%,-6%,-29%,5%,-2%,3,-7,1.8%
Cc1cc(C)cc(NC(=O)COc2ccc(C(=S)N3CCOCC3)cc2)c1,-5%,-26%,2%,-16%,3%[57.1 µM],-3%,0,-6,0.8%
O=C(O)/C=C/c1ccc(S(=O)(=O)Nc2ccccc2C(=O)Nc2ccc(F)cc2)cc1,-10%,0%,-4%,-22%,-7%,0%,0,-7,-0.3%
CCCCCCCCC[n+]1cccc2c3ccccc3ccc21,9%,0%,-15%,-1%,126%[activator],-20%,11,-1,0.0%
N#Cc1nc(-c2ccccc2F)oc1NCCc1ccccn1,-1%,0%,1%,-4%,75%[activator],1%,1,-6,3.9%
CN(C)CCNc1nc2sc3c(c2c(=O)n1Cc1ccccc1)CCCCC3,-1%,4%,-6%,-20%,2%[57.1 µM],0%,-1,0,-0.1%
CCN1CCN(S(=O)(=O)c2ccc(Cl)c(C(=O)NCCc3ccccc3)c2)CC1,-10%,-9%,3%,-10%,6%,-1%,3,-9,1.7%
COC(=O)Cc1c(C)[nH]n(-c2cc(Cl)cc(Cl)c2)c1=O,3%,-16%,-6%,-10%,7%[57.1 µM],-12%,?,-7,2.5%
CCOC(=O)C1=CCN(S(=O)(=O)c2ccc(Cl)cc2)C1c1cccc(C)c1 (stereo not drawn),.,.,-5%,.,.,-2%,1,-4,.
Cc1cc(C)n2nc(C(=O)OCC(=O)NC(=O)c3ccccc3)nc2n1,0%,-11%,-3%,-11%,5%[57.1 µM],0%,1,-5,1.0%
NC(=S)NN=Cc1nccc2c(C(F)(F)F)cccc12,-6%,-59%,14%,-20%,.,-23%,-14,3,.
Cc1ccn2cc(-c3nonc3C)cc2c1,0%,-5%,5%,-25%,-8%,-27%,-3,5,-0.6%
COc1ccc(S(=O)(=O)N2CCN(C(=O)[C@@H]3CCC(=O)N3C3OC(=O)c4ccccc43)CC2)cc1 (stereo partly drawn),-1%,1%,-2%,-19%,9%[57.1 µM],0%,1,-8,1.9%
O=C(NCCc1ccccc1)c1cc(-c2ccc(Cl)cc2)on1,0%,0%,-1%,?,-7%,2%,-4,1,-0.9%
CCOC(=O)N1CCC(N2CCCC(C(=O)c3cc(C)c(OC)c(C)c3)C2)CC1 (stereo not drawn),-5%,3%,-2%,-7%,5%,-2%,-2,-5,-3.9%
COc1cc(S(=O)(=O)NCc2ccccc2)ccc1-n1cnnn1,-4%,4%,-4%,-18%,2%[57.1 µM],-3%,2,-5,1.2%
Fc1ccc(NC(=S)Nc2ccc(Cl)cc2)cc1,-7%,-20%,2%,-9%,1%,3%,7,-7,2.5%
Cc1ccccc1C(=O)Nc1nnc2n1CCS2,21%,3%,2%,-19%,-2%[57.1 µM],-1%,-9,-1,?
CCCC(O)(CCN1CCOCC1)c1ccc(Br)cc1 (stereo not drawn),9%,-7%,1%,-5%,-6%,2%,-2,0,-1.0%
NC(c1ccccc1)c1csc(Nc2ccc(S(N)(=O)=O)cc2)n1 (stereo not drawn),.,.,-3%,.,.,3%,7,-5,.
CCOC(=O)c1ccc(NC(=O)CCc2ccc(C)o2)cc1,1%,-2%,6%,-11%,5%,-4%,3,-7,-0.2%
CCOC(=O)c1ccc(NC(=O)N2CCN(C(=O)c3ccco3)CC2)cc1,7%,2%,-4%,-22%,-5%,1%,0,0,-2.6%
COc1ccc(CCNC(=O)C(=O)NCC2OCCN2S(=O)(=O)c2ccc(C)cc2)cc1OC (stereo not drawn),-13%,-10%,-1%,-10%,9%[57.1 µM],3%,-1,-16,-0.4%
CCSc1nnc(NC(=O)Cn2cnc3ccccc3c2=O)s1,2%,7%,-6%,-1%,-5%,0%,10,-16,-2.6%
CCOC(=O)n1c(=O)n(Cc2ccc(Cl)cc2Cl)c2ccccc21,-1%,-7%,-4%,-15%,-8%,0%,0,-4,1.3%
COc1ccc(/C=N/Nc2nc(Nc3ccccc3)nc(N3CCCCC3)n2)cc1OC,2%,-2%,3%,-15%,12%[57.1 µM],-5%,2,-3,-0.4%
Cc1cccc(-n2c(N)cc(=O)[nH]c2=S)c1,0%,-3%,-10%,-11%,-8%,1%,4,0,-0.6%
COC(=O)Cn1c(=NC(=O)c2sc3ccccc3c2Cl)sc2cc(S(N)(=O)=O)ccc21,6%,4%,-1%,-9%,8%,-1%,4,-12,12%
CCc1cc(=O)oc2c(C)c(OCC(=O)NC3CC(C)(C)NC(C)(C)C3)ccc12,6%,-2%,-2%,-26%,42%[activator],3%,0,0&-3,3.8%
COC(=O)C1=C(CN2CCN(C)CC2)NC(=O)NC1c1cc(C)ccc1C (stereo not drawn),-1%,5%,-7%,-9%,-2%,-5%,-5,-1,-0.4%
Cc1cc(C)n(-c2cc(N3CCN(S(=O)(=O)c4ccc(Br)cc4)CC3)ccc2[N+](=O)[O-])n1,-5%,-9%,-5%,-9%,-8%,-1%,2,-5,0.2%
Cc1ccc2nc3c(cc(C(=O)NCc4ccccc4)c(=N)n3CCCn3ccnc3)c(=O)n2c1,6%,-7%,-4%,-16%,165%[activator],4%,-15,2,.
O=c1[nH]c(O)c(/C=C2\C=Nc3ccc(Br)cc32)[nH]1,2%,0%,8%,-21%,-4%,-13%,-4,-5,-1.3%

# Screens: PubChem, National Center for Advancing Translational Sciences (NCATS)

# Some of the compounds tested; rates above refer to the full screens.
